PLK1 PBD block: qHTS for Inhibitors of PLK1-PDB (polo-like kinase 1 - polo-box domain): Primary Screen; Potency, µM, for the others: max response, negative = inhibition, most hits filed as inhibitors; Serine/threonine-protein kinase PLK1 (Homo sapiens), P53350; 2.8% of 360,000 active; Plk1 PBD binding of FITC phosphopeptide, fluorescence polarization; note: potency is the fitted concentration of half-maximal effect; series mostly up to about 57 µM; % is set by controls: 0 for no effect and ±100 for the full control effect; nearly all actives have a fitted effect of over 65% in size
Abeta yeast res: qHTS for compounds that reverse cellular toxicity of Amyloid beta (A-beta) peptide in yeast: Primary Screen | AID 1347071, 2019 | 0.063% of 410,000 active | yeast expressing A-beta42, growth rescue, OD600, 48 h; response scale: 0% DMSO, 100% iron-clioquinol control | Potency, µM (top dose mostly 46.1 µM), for the others: at the top dose growth rescue, most hits filed as activators; note: potency is the fitted concentration of half-maximal effect; nearly all actives have a fitted effect of over 55% in size
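Yeast A-beta toxicity model in growth medium with pinned compounds, 48 h at 30 C; growth read as absorbance at 600 nm. Normalized to FeCl3/clioquinol equimolar mix (positive) and DMSO (negative).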
EPAC1 antag: qHTS for Antagonist of cAMP-regulated guanine nucleotide exchange factor 3 (EPAC1): primary screen; Rap guanine nucleotide exchange factor 3 (Homo sapiens), O95398; EPAC1 GEF assay, Rap1b-BODIPY-GDP exchange fluorescence; Potency, µM (titrated, usually from 115 µM), for inactives: top-dose activity change, negative = inhibition, most hits filed as inhibitors; 0.14% of 360,000 active; AID 720709, 2013;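 note: potency is the fitted concentration of half-maximal effect; plate controls were vehicle for no effect and positive control for full effect; nearly all actives have a fitted effect of over 50% in size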
Target sequence (O95398 whole entry, looked up): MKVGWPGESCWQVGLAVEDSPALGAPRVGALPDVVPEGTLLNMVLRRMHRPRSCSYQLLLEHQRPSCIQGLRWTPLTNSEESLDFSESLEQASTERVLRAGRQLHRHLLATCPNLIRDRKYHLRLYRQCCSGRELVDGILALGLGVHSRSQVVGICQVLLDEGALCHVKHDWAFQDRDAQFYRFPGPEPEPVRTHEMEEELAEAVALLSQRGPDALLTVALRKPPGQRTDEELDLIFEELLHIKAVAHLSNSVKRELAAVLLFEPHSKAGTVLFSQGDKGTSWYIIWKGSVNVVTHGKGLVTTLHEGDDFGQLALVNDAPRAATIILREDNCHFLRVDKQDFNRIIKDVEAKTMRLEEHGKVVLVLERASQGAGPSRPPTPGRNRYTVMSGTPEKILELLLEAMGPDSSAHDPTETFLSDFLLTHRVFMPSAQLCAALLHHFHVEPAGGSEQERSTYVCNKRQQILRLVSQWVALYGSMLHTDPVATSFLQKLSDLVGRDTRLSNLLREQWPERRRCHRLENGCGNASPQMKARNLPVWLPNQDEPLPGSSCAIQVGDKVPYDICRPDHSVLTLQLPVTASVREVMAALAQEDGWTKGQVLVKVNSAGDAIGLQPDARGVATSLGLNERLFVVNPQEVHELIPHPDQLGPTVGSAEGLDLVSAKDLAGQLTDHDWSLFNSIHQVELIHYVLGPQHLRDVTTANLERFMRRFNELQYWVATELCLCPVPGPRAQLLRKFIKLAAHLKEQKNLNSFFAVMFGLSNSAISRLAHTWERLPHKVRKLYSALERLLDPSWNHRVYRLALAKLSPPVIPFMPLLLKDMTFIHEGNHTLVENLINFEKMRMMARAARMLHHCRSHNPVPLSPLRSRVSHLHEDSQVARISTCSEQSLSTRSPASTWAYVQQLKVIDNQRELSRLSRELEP
EPAC1 agonist: qHTS for Agonist of cAMP-regulated guanine nucleotide exchange factor 3 (EPAC1): primary screen. EPAC1 agonist qHTS, biochemical assay; response scale: 100% = response to 6.5 mM cAMP. Rap guanine nucleotide exchange factor 3 (Homo sapiens), O95398. Potency, µM (highest dose often 154 µM), for the others: at the top dose activation, hits mostly activators. 0.073% of 360,000 active; note: potency is the fitted concentration of half-maximal effect; nearly all actives have a fitted effect of over 60% in size
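Nucleotide exchange by EPAC1 (100 nM) on Rap1B–BODIPY-GDP (250 nM) in the presence of 50 uM GDP is tracked fluorescently at 480/540 nm over 30 min. Signals are normalized to a 6.5 mM cAMP control.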
WRN helicase inh: qHTS for Inhibitors of WRN Helicase | Bifunctional 3'-5' exonuclease/ATP-dependent helicase WRN (Homo sapiens), Q14191 | WRN helicase unwinding, fluorescent forked duplex, kinetic | Potency, µM (series often up to 114 µM), inactives show at the top dose activity change, negative = inhibition, actives largely listed as inhibitors | 0.46% of 360,000 active; note: potency is the fitted concentration of half-maximal effect; % is set by controls: 0 for no effect and ±100 for the full control effect; nearly all actives have a fitted effect of over 55% in size
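Fluorescence dequenching readout, ex 525 nm/em 598 nm, kinetic mode: forked duplex DNA (100 nM final) with adjacent fluorophore and quencher unwound by WRN (20 nM final) with 2 mM ATP. Compound preincubation 15 min, room temperature.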
IL-2 act: qHTS of IL-2 Activators. IL-2 activation reporter assay, cell-based qHTS; stimulated with anti-CD3/CD4/CD28 beads; in transgenic mouse T cells. activation, % (series mostly up to about 46 µM). 0.065% of 360,000 active; in the data active = activation above about 50%; inconclusive = mostly about 30% to 49%; note: 0% is about no effect
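Readout: EGFP and DsRed signals by fluorescent plate cytometry. Unstimulated transgenic mouse T cells received compound 60 min before antibody-bead stimulation, then incubated 18 h at 37 degrees C.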
PI5P4K alpha inh: qHTS for Inhibitors of phosphatidylinositol 5-phosphate 4-kinase (PI5P4K); max response, %; PI5P4Kalpha enzyme, ADP-Glo luminescence, 60 min; active compounds read low; 1.2% of 330,000 active; Phosphatidylinositol 5-phosphate 4-kinase type-2 alpha (Homo sapiens), P48426; active = max response of -50% or lower; inconclusive = between -30% and -50%; inactive = -30% or higher; note: value at the top dose of about 77 µM; % is set by controls: 0 for no effect and ±100 for the full control effect
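PI5P4Kalpha ADP-Glo assay; 5 microM ATP final; 60 min RT reaction; HEPES pH 7.4/EGTA/CHAPS, 5% DMSO; controls lacking substrate or enzyme; luminescent end-point.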
FUS suppressor: qHTS for Suppressors of FUS Proteinopathy: Primary screen using FUS-linked yeast assay | AID 1347120, 2019 | Potency, µM (top dose mostly 76.6 µM), without a hit: top-dose growth rescue (activation), actives largely listed as activators | S. cerevisiae FUS-expressing, growth rescue, OD600, 24 h | 0.24% of 390,000 active;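 note: potency is the fitted concentration of half-maximal effect; plate controls were DMSO vehicle for no effect and reference control for full effect; nearly all actives have a fitted effect of over 55% in size; some results filed as inactive show a strong effect at the top dose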
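Toxicity suppression screen in FUS-yeast. Cells induced with 2% galactose, starting OD 0.005, treated 24hr at 30C with compounds at multiple final concentrations; growth by OD600.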
The depositor's hits bear a star; ? = inconclusive; nt = no result given; [ ] = remark or other dose. Unless noted, calls come from the whole dose curve; as a rule, active = well fitted curve in the direction sought with a large enough effect; inconclusive = small, poorly fitted or top-dose-only effect, or another doubt; inactive = no such curve, though single readings can be large; an effect the other way counts as inactive or inconclusive.

Sample of the layout (2 entries):
SMILES | PLK1 PBD block | Abeta yeast res | EPAC1 antag | EPAC1 agonist | WRN helicase inh | IL-2 act | PI5P4K alpha inh | FUS suppressor
Cc1cc(=O)[nH]c(SCCOc2ccc3c(c2)CCC3)n1 | -0.9% | 1.0% | 2.8% | 11.1% | -3.6%[57.1 µM] | 2.6 | nt | 1.4%
Cc1ccccc1NC(=O)Oc1cccc(OC(=O)c2ccccc2)c1 | 7.9% | -57.8%[inhibitor] | -12.1% | -1.3% | 3.6% | 0.5 | 10.6 | -29.6%

The listing, repeating the preview:
SMILES | PLK1 PBD block | Abeta yeast res | EPAC1 antag | EPAC1 agonist | WRN helicase inh | IL-2 act | PI5P4K alpha inh | FUS suppressor
Cc1cc(=O)[nH]c(SCCOc2ccc3c(c2)CCC3)n1 | -0.9% | 1.0% | 2.8% | 11.1% | -3.6%[57.1 µM] | 2.6 | nt | 1.4%
Cc1ccccc1NC(=O)Oc1cccc(OC(=O)c2ccccc2)c1 | 7.9% | -57.8%[inhibitor] | -12.1% | -1.3% | 3.6% | 0.5 | 10.6 | -29.6%
CCN(C(=O)CN1C(=O)NC2(CCC(C)CC2)C1=O)C1CCCCC1 (stereo not drawn) | 3.5% | 2.1% | 15.6% | 8.8% | 3.3% | -1.3 | -2.9 | 23.1%
COc1ccc(CC(=O)n2[nH]c(=O)cc(C)c2=O)cc1OC | -17.7% | -8.8% | 16.8% | -2.0% | -12.8% | 1.7 | -4.5 | -6.0%
CSc1ncc(C(=O)Nc2ccccc2C)c(C)n1 | 4.6% | 0.0% | 14.3% | 6.3% | 9.6% | 0.8 | -5.2 | -3.3%
O=C(N/N=C/c1ccc(F)cc1)c1ccc(OCc2ccccc2)cc1 | -7.4% | -13.3% | 22.2% | -5.5% | -7.2% | 3.4 | 9.6 | -11.0%
O=C(NC1CCN(Cc2ccccc2)CC1)c1ccc(CS(=O)c2ccccc2Cl)o1 (stereo not drawn) | 1.8% | 8.0% | 6.2% | -10.0% | 6.8% | -2.0 | -3.9 | -13.3%
CC(C)NS(=O)(=O)c1ccc(Br)c(C(=O)OC(C)C(=O)NC2CCCCC2C)c1 (stereo not drawn) | -5.6% | -6.4% | -14.3% | 9.4% | -0.3% | -0.3 | 2.9 | 22.1%
O=C(NCC(c1cccs1)N1CCOCC1)c1cccc([N+](=O)[O-])c1 (stereo not drawn) | -5.8% | -15.1% | -21.8% | 8.0% | -0.2% | 0.0 | 1.6 | 11.0%
CCC(CC)CN1C(N(C)C)=NC[C@@H]1CC(C)C | -6.0% | -5.8% | -11.9% | -3.7% | -13.0% | -0.6 | 5.6 | -20.0%
O=C(CSc1nncn1-c1ccccc1)Nc1cc(F)ccc1F | 4.1% | -1.5% | 16.2% | 2.3% | -0.8% | 0.1 | 0.0 | -0.7%
Cc1ccccc1-c1nc2ccccc2c(=O)o1 | -13.5% | -37.4%[inhibitor] | -17.2% | 16.3% | -1.7% | 2.2 | 1.3 | -13.8%
O=C(COc1cccnc1[N+](=O)[O-])c1ccc(Cl)s1 | 15µM* | 17.0% | ? | 8.4% | ? | -1.1 | -85.9* | 17.0%
CC(=O)c1ccc(NC(=O)CN2CCC(C(=O)c3ccc(F)cc3)CC2)cc1 | -6.2% | 8.3% | -7.6% | -4.2% | 0.9% | 0.6 | -4.6 | 27.1%
CC(C)(C)c1cc(C(=O)NCc2cc(F)cc3c2OCOC3)n(Cc2ccccc2)n1 | -0.7% | -12.0% | -15.5% | 16.5% | -8.9% | -4.9 | 13.0 | 21.9%

Brought forward from above: three compounds, followed by the next part.
SMILES | PLK1 PBD block | Abeta yeast res | EPAC1 antag | EPAC1 agonist | WRN helicase inh | IL-2 act | PI5P4K alpha inh | FUS suppressor
O=C(COc1cccnc1[N+](=O)[O-])c1ccc(Cl)s1 | 15µM* | 17.0% | ? | 8.4% | ? | -1.1 | -85.9* | 17.0%
CC(=O)c1ccc(NC(=O)CN2CCC(C(=O)c3ccc(F)cc3)CC2)cc1 | -6.2% | 8.3% | -7.6% | -4.2% | 0.9% | 0.6 | -4.6 | 27.1%
CC(C)(C)c1cc(C(=O)NCc2cc(F)cc3c2OCOC3)n(Cc2ccccc2)n1 | -0.7% | -12.0% | -15.5% | 16.5% | -8.9% | -4.9 | 13.0 | 21.9%
C[n+]1ccccc1Nc1cc([N+](=O)[O-])ccc1N | 0.9% | -13.0% | -10.9% | 6.9% | 0.2% | 0.4 | 2.7 | -3.5%
CN=C1S/C(=C\c2cccc(Cl)c2Cl)C(=O)N1C | -4.2% | -13.2% | 8.6% | 0.0% | 8.5% | -0.5 | -6.6 | -1.1%
CC1(C(=O)Nc2ccc3c(c2)OCCO3)CN(S(C)(=O)=O)CC(=O)N1C1CCCCCC1 (stereo not drawn) | -14.9% | -10.2% | 5.1% | 7.1% | 1.4% | -0.7 | 0.4 | 21.5%
CCOc1ccc(C(=O)Nc2cc(NC(=O)c3ccc(OCC)c(Cl)c3)cc(C(=O)O)c2)cc1Cl | ? | -0.2% | 9.9% | -4.2% | -14.0%[11.6 µM] | -0.9 | -10.8 | -17.5%
CC(C(=O)Nc1cccc(S(=O)(=O)N2CCOCC2)c1)N1CCN(C)CC1 (stereo not drawn) | -6.6% | -4.9% | -2.6% | 13.3% | -33.2% | -2.9 | -1.7 | nt
CSCCC(NC(=O)c1cc(S(=O)(=O)N2CCOCC2)ccc1C)c1nc2ccccc2[nH]1 (stereo not drawn) | -1.4% | 3.3% | -1.3% | 8.3% | 3.0% | 1.2 | -1.6 | 30.4%
O=C(NCc1ccccc1)C(c1ccco1)N(C(=O)c1ccccn1)c1ccccc1 (stereo not drawn) | -9.9% | 0.3% | -0.9% | 10.8% | -5.1% | -0.4 | 3.6 | 26.0%
CCn1c2ccccc2c2cc(/C=N/NC(=O)c3cccc(C)c3)ccc21 | -7.5% | 7.0% | 17.6% | 2.8% | -4.5% | -0.6 | -0.1 | 5.5%
Cc1ccc(NC(=O)CSc2ccccc2)cc1S(=O)(=O)N1CCCCC1 | -11.6% | 0.6% | -7.8% | 16.3% | -26.7% | -4.2 | -7.9 | nt
COc1ccccc1CN(C)C(=O)c1sccc1-c1ccccc1 | -1.7% | 1.3% | -1.0% | 25.5% | -12.4% | 2.2 | 1.0 | 24.8%
O=C(CN1C(=O)CCSc2ccccc21)Nc1cccc(F)c1 | 0.6% | 7.0% | 2.0% | -2.2% | 6.6% | -2.1 | nt | 6.8%
Cc1ccc(N(CC(=O)N(C)Cc2ccccc2)S(C)(=O)=O)cc1C | -11.1% | 2.5% | -0.9% | 10.9% | -2.9% | 0.4 | -0.8 | -2.5%
CCCC(c1nnnn1C(C)(C)C)N1CCN(Cc2ccccc2)CC1 (stereo not drawn) | -15.7% | 0.7% | 4.2% | -2.3% | 11.2% | -3.7 | 1.8 | 2.4%
Cc1ccc(-c2csc(/C(C#N)=C/Nc3ccc4c(c3)OCCO4)n2)cc1 | -3.5% | 6.6% | -21.0% | -0.2% | -2.6% | 0.7 | -0.8 | -34.6%
COc1ccc(CCNC(=O)CCS(=O)(=O)c2ccc3c(c2)NC(=O)CS3)cc1OC | 29.9µM* | 10.4% | 5.5% | 4.8% | 2.2% | -1.5 | -4.2 | 1.0%

In the list so far, three contain a nitro group on carbon:
SMILES | PLK1 PBD block | Abeta yeast res | EPAC1 antag | EPAC1 agonist | WRN helicase inh | IL-2 act | PI5P4K alpha inh | FUS suppressor
O=C(NCC(c1cccs1)N1CCOCC1)c1cccc([N+](=O)[O-])c1 (stereo not drawn) | -5.8% | -15.1% | -21.8% | 8.0% | -0.2% | 0.0 | 1.6 | 11.0%
O=C(COc1cccnc1[N+](=O)[O-])c1ccc(Cl)s1 | 15µM* | 17.0% | ? | 8.4% | ? | -1.1 | -85.9* | 17.0%
C[n+]1ccccc1Nc1cc([N+](=O)[O-])ccc1N | 0.9% | -13.0% | -10.9% | 6.9% | 0.2% | 0.4 | 2.7 | -3.5%

Screens from PubChem.
